# Assay outcomes deposited in PubChem BioAssay by Emory University Molecular Libraries Screening Center.
# 14-3-3 PPI = alters human 14-3-3 gamma binding to Raf peptide; AID 422; FP, 14-3-3gamma / TMR-pS259-Raf peptide binding; inhibition, % at 40 µM; 0.19% of 160,000 active; P61981; in the data active means inhibition above about 30%;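 further: 0% = protein plus tracer without compound and 100% = blank with tracer alone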
# Target sequence (P61981 whole entry, looked up): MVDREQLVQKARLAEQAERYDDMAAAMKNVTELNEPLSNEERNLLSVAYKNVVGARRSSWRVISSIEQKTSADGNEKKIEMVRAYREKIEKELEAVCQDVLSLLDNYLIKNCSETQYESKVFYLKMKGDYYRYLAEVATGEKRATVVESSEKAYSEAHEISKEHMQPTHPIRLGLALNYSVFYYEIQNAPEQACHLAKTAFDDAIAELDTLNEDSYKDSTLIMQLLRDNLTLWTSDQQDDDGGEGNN
# * hit, by the source's call; & = joins results of further samples. These rows are one share of the data, so the mix of outcomes need not match the whole.
Compound	14-3-3 PPI
COC(=O)C1=C(C(=O)OC)SC(=C2C(=S)C(C)(C)N(C(=O)c3cccc([N+](=O)[O-])c3)c3ccc(OC)cc32)S1	1
COc1ccc([N+](=O)[O-])cc1NC(=O)c1sc2ncn(CC(=O)N3CCC(C)CC3)c(=O)c2c1C	-19
O=C(c1cccs1)N1CCC(c2nc(-c3ccc(S(=O)(=O)N4CCOCC4)cc3)no2)CC1	1
CCC(=O)N1CCc2cc(Br)cc(S(=O)(=O)N3CCCC(C(=O)N4CCN(c5ccc(F)cc5)CC4)C3)c21 (stereo not drawn)	-13
CCOCCOC(=O)CSc1ncnc2sc3c(c12)CCC(C)C3 (stereo not drawn)	-11
O=C(O)c1cccc(S(=O)(=O)Nc2ccc(I)cc2)c1	-10
O=C1c2cccc3cccc(c23)C(=O)N1CC(=O)n1nnc2ccccc21	6
COc1ccc(N2CCN(CC(=O)Nc3cc(C)on3)CC2)cc1	-8
Cc1nn(-c2ccccc2)c(OC(=O)C2CCCC2)c1S(=O)(=O)c1ccc([N+](=O)[O-])cc1	0
Cc1cc(N2CCC(C)CC2)nc2ccc(NC(=O)CCC(=O)NC3CCCC(C)C3C)cc12 (stereo not drawn)	-23
CCOc1ccc(C(=O)Nc2ccc3oc(-c4ccc(Br)cc4)nc3c2)cc1	-9
COC(=O)C1=C(C(=O)OC)SC(=C2C(=S)C(C)(C)N(C(=O)Nc3ccccc3)c3ccc(OC)cc32)S1	0
O=c1oc2ccccc2cc1-c1csc(-c2ccc(Cl)cc2)n1	-3
CCOC(=O)c1c(NC(=O)c2cnn3c2NC(c2ccc4c(c2)OCO4)CC3C(F)(F)F)sc2c1CCC2 (stereo not drawn)	-31
O=C(c1cc(-c2ccc(O)cc2)on1)N1CCc2ccccc2C1	1
O=C(NCc1ccc2c(c1)OCO2)c1ccc(CS(=O)(=O)c2cccc(C(F)(F)F)c2)o1	-7
CC(C)(CSc1nncn1N)NS(=O)(=O)c1ccc(Cl)cc1	-1
Cc1nnc(SCC(=O)NCc2cccs2)n1-c1ccccc1	0
CCc1cccc(C)c1NC(=O)c1ccoc1C	-8
CSc1cccc(NC(=O)c2oc(=O)c3ccccc3c2-c2ccccc2)c1	-1
O=C(Nc1cccc(Br)c1)c1cccs1	8
Cc1cc(NC(c2cccnc2)c2c(C)[nH]c3ccccc23)no1 (stereo not drawn)	-5
CCOC(=O)C1=C(C)NC2=C(C(=O)CCC2)C1c1ccsc1 (stereo not drawn)	15
COCCNC(=O)c1cn(C2CCCCC2)c(=O)c2c1c1ccccc1n2C	1
O=C(Nc1cccc2ncccc12)c1sc2ccccc2c1Cl	-2
O=C1C(=O)N(c2ccccc2)c2ccccc21	-5
COc1ccccc1-n1c(=O)c2c3c(sc2n2c(=S)[nH]nc12)COC(C)(C)C3	-9
O=C(CSC1=NCCS1)Nc1ccnc2ccccc12	-3
CCOC(=O)C(C)Sc1nnc(CNC(=O)c2ccc(OC)cc2)n1C1CCCCC1 (stereo not drawn)	5
O=C(NCCn1ccc2ccccc21)c1ccc(S(=O)(=O)N2CCCCC2)cc1	2
Cc1c(C(=O)NCc2ccc3c(c2)OCO3)cccc1[N+](=O)[O-]	-3
CCN(CC)C(=O)CSc1nc2cc(OC)c(OC)cc2c2nc(-c3ccccc3)nn12	0
O=C(Cc1cccc2ccccc12)Nc1c(-c2ccccc2)nc2ccccn12	3
O=C(CCNS(=O)(=O)c1ccc(Br)s1)NC1CCN(Cc2ccccc2)CC1	-7
Cc1ccc(Cl)cc1Nc1nnc(C)c(=O)[nH]1	-22
Cc1ccc(Nc2nc3c([nH]2)c(=O)[nH]c(=O)n3C)cc1	1
CC1=C(C(=O)OCc2ccccc2)C(c2cccc(Cl)c2)C2=C(CCCC2=O)N1 (stereo not drawn)	-5
COc1cc2ccccc2cc1C(=O)Nc1nc(-c2ccc(Cl)cc2)cs1	2
CCC(=O)N1CCc2cc(Br)cc(S(=O)(=O)CCC(=O)N(CC)c3ccc(C)c(C)c3)c21	-6
Cc1ccc(-c2cc(C(=O)N3CCN(c4ncccn4)CC3)c3ccccc3n2)o1	-30
COc1ccc(-c2cc(C(F)(F)F)nc(-n3ccnc3C)n2)cc1OC	-6
CC1CC(C)(C)NC(=S)N1CCC(=O)Nc1ccc(Cl)cc1 (stereo not drawn)	-6
Cc1ccc(-n2nc3c(c2NC(=O)c2ccco2)CSC3)c(C)c1	-46
Cc1ccc(S(=O)(=O)c2nc(-c3ccc(F)cc3)oc2SCC(=O)NCC2CCCO2)cc1 (stereo not drawn)	-31
CC1(C)NC(=O)N(CCCOc2ccc(Br)cc2Cl)C1=O	4

# Retrieved one by one from the list above:
Compound	14-3-3 PPI
O=C(Cc1cccc2ccccc12)Nc1c(-c2ccccc2)nc2ccccn12	3
Cc1c(C(=O)NCc2ccc3c(c2)OCO3)cccc1[N+](=O)[O-]	-3
CCN(CC)C(=O)CSc1nc2cc(OC)c(OC)cc2c2nc(-c3ccccc3)nn12	0
O=C(CCNS(=O)(=O)c1ccc(Br)s1)NC1CCN(Cc2ccccc2)CC1	-7
CCC(=O)N1CCc2cc(Br)cc(S(=O)(=O)CCC(=O)N(CC)c3ccc(C)c(C)c3)c21	-6

# Other records
Compound	14-3-3 PPI
Cc1ccccc1CN1CCN(CC(=O)Nc2ccccc2Cl)CC1	-10
O=c1sc(N2CCN(c3ccc([N+](=O)[O-])cc3)CC2)nc2ccccc12	-2
Cc1nc2nc(C)c(CCC(=O)N3CCOCC3)c(C)n2n1	1
O=C(Nc1ccc(Oc2ccccc2)cc1)c1ccc(F)c(S(=O)(=O)N2CCN(c3ccccc3F)CC2)c1	-13
O=C1C=C(Nc2cccc(Cl)c2)CC(c2ccco2)C1 (stereo not drawn)	-9
O=C(CCN1CCCCC1)Nc1ccc2c(c1)CCC2	-5
CCc1cccc(C)c1NC(=O)CSc1nc2ccccc2n1CC(=O)N(C)C	-9
CCc1ccc2[nH]cc(C(=O)O)c(=O)c2c1	-2
Clc1ccc2c(c1)C1C=CCC1C(c1cccc(Br)c1)N2 (stereo not drawn)	-101
CCOC(=O)CSc1ccc(C(=O)OC)cc1[N+](=O)[O-]	-8
O=C(NC1CCCC1)C1c2ccccc2C(=O)N1CCc1ccc(Cl)cc1 (stereo not drawn)	-3
O=C(NCc1ccc(N2CCCC2=O)cc1)Nc1cccc(Cl)c1	4
Cc1nc2sc(C(c3cccc(F)c3)N3CCCCC3)c(O)n2n1 (stereo not drawn)	-5
CCCCn1c(SCC(=O)c2ccc(Br)cc2)nc2ccc(N3CCOCC3)cc2c1=O	-2
CS(=O)(=O)N(CCc1ccccc1)CC(=O)N1CCCCC1	3

# Filtered by structure, the entries above containing a furan ring, fused or not
Compound	14-3-3 PPI
O=C(NCc1ccc2c(c1)OCO2)c1ccc(CS(=O)(=O)c2cccc(C(F)(F)F)c2)o1	-7
CCc1cccc(C)c1NC(=O)c1ccoc1C	-8
Cc1ccc(-c2cc(C(=O)N3CCN(c4ncccn4)CC3)c3ccccc3n2)o1	-30
Cc1ccc(-n2nc3c(c2NC(=O)c2ccco2)CSC3)c(C)c1	-46
O=C1C=C(Nc2cccc(Cl)c2)CC(c2ccco2)C1 (stereo not drawn)	-9

# Other results.
Compound	14-3-3 PPI
O=C(C1CCC(CNS(=O)(=O)c2ccc(Br)s2)CC1)N1CCC(Cc2ccccc2)CC1 (stereo not drawn)	-2
Cc1ccc(N=C2SC(C(=O)Nc3ccc(C)c(Cl)c3)CC(=O)N2C)cc1C (stereo not drawn)	5
CS(=O)(=O)N1CCNc2ccccc2C1	-10
O=C(c1ccc2c(=O)n(CC3CCCO3)c(=S)[nH]c2c1)N1CCCCC1 (stereo not drawn)	-2
O=C(NCCC1=CCCCC1)C1CCN(S(=O)(=O)c2cccc3nonc23)CC1	-26&-57
CCCCC(=O)Nc1nc2ccc3nc(C)sc3c2s1	-4&-77
Cc1nc(/N=C(\N)NC(=O)Cc2ccccc2)nc2ccccc12	-17
Cc1onc(-c2ccccc2Cl)c1C(=O)N1CCCCC1C (stereo not drawn)	3
O=C1C2C(C(=O)N1c1ccc(Cl)c(C(F)(F)F)c1)C1C=CC2C12CC2 (stereo not drawn)	-6
CCOC(=O)C1CCC(CN(Cc2ccccc2Cl)S(=O)(=O)c2ccccc2Cl)CC1 (stereo not drawn)	6
CCOc1ccc(-c2cn(-c3ccc(C)cc3)c(SCC(=O)Nc3ccc(F)cc3)n2)cc1	-5
COc1cc(-n2c(=O)c3ccccc3n(Cc3cc(C)ccc3C)c2=O)cc(OC)c1OC	2
COc1ccc(S(=O)(=O)Nc2nc(C)cc(C)n2)cc1	1
CC(=O)c1cccc(NC(=O)c2c(F)c(F)c(F)c(F)c2F)c1	2
CCC(c1nnc(SCC(=O)Nc2nnc(-c3ccccc3)o2)n1Cc1ccccc1)N(C)C (stereo not drawn)	-5
COc1ccc(C(=O)Nc2cc(-c3nc4ncccc4o3)ccc2C)cc1OC	-24
CC1=C(C(=O)OCc2ccc3c(c2)OCO3)C(c2ccc(F)cc2)NC(=O)N1 (stereo not drawn)	-4&0
O=C(O)CCCC(=O)N1CC(=O)Nc2ccccc21	-11
COC(=O)CSc1nnc(CNC(=O)c2cccc(F)c2)n1-c1cc(C)ccc1C	1
CCS(=O)(=O)N1CCN(c2ccccc2F)CC1	-4
O=C(N1CCOCC1)N1CCCN(C(=O)N2CCOCC2)CC1	0
Cc1ccc(CNC(=O)CCCn2c(=O)c3sccc3n(Cc3c(C)cc(C)cc3C)c2=O)cc1	-2
CC(C)(C)c1ccc(C2/C(=C(\O)c3ccccc3)C(=O)C(=O)N2Cc2cccnc2)cc1 (stereo not drawn)	-1
COc1cc2c(cc1OC)C(C(=O)NCC1CCN(Cc3cccc(C)c3)CC1)C1c3ccccc3CCN1C2=O (stereo not drawn)	-13
Cc1cccc(CN2CCN(CC(=O)NCc3ccccc3)C2=O)c1	1
CSc1ccc(C2C3=C(CCCC3=O)Nc3nc4ccccc4n32)cc1 (stereo not drawn)	3
COc1cccc2c1OC1(C)CC2NC(=O)N1c1cccc(C(=O)N2CCN(c3ccc([N+](=O)[O-])cc3)CC2)c1 (stereo not drawn)	9
COc1ccc(-n2nc3c(c2NC(=O)CC2CCCCC2)CS(=O)(=O)C3)cc1	9
CC(=O)C1=NN(c2cccc(Cl)c2C)C2C(=O)N(c3ccc(C)cc3)C(=O)C12 (stereo not drawn)	10
Cc1cc(Oc2ccc(Cl)cc2)nc(-c2ccccc2O)n1	0
CNC(=O)c1cc2c(s1)CCCCCC2	1
CCN1C(=O)c2cccc3c(NS(=O)(=O)c4ccc([N+](=O)[O-])cc4)ccc1c23	-8
CCOC(=O)c1ccc(NC(=O)CCc2c(C)nc3ncnn3c2C)cc1	-2
CCCc1nnc(NC(=O)CN2C(=O)C3C4C=CC(C4)C3C2=O)s1 (stereo not drawn)	-2
O=C1c2ccc([N+](=O)[O-])c3c([N+](=O)[O-])ccc(c23)C(=O)N1c1ccccc1Cl	-4
O=C(Cc1ccccc1)Nc1ccc(N2C(=O)C3C4C=CC(C4)C3C2=O)cc1Cl (stereo not drawn)	-24
O=C(Nc1ccc(Cl)cc1)c1c(O)c2c([nH]c1=O)CCCC2	6
Nc1nc(-c2cccc3ccccc23)cs1	-12
COc1ccc(-n2ncc3c(NCc4ccc5c(c4)OCO5)ncnc32)cc1	-2
COc1ccc(C2C(C(=O)Nc3ccc4c(c3)OCCO4)CC(=O)N2c2ccc(OC)cc2)cc1 (stereo not drawn)	-6
CCOc1ccc(Nc2oc(-c3ccccc3)nc2C#N)cc1	0
O=C1CN(c2ccc(Br)cc2)C(=O)N1CC(=O)N1CCCc2ccccc21	-1
CC1Cc2cc(/C(O)=C3/C(=O)C(=O)N(CCN4CCOCC4)C3c3cccc(Cl)c3)ccc2O1 (stereo not drawn)	-2
Cc1cc(NC(=O)c2ccc(NS(=O)(=O)c3cccs3)cc2)ccc1Br	-22
O=C1C(c2ccccc2F)N(Cc2ccccc2Cl)C(=O)CN1C1CCCCCC1 (stereo not drawn)	-4
CCOC(=O)c1c(NC(=O)COc2ccc([N+](=O)[O-])cc2)sc2c1CCC2	5
O=C(CN(CC1CCCO1)S(=O)(=O)c1ccc(S(=O)(=O)NC2CC2)cc1)Nc1ccccc1 (stereo not drawn)	-6
COc1ccc(S(=O)(=O)N2CCCN(CC(=O)c3ccc(O)c(O)c3)CC2)cc1	-47
CCN(CC)c1ccc(C=Nc2sc3c(c2C#N)CCCC3)c(O)c1	-300
Cc1ccnc(NS(=O)(=O)c2ccc(NC(=O)c3ccc(S(=O)(=O)N4CCCCC4)cc3)cc2)n1	-28
O=C(O)C1CCCN1C(=O)c1ccccc1Cl (stereo not drawn)	-7
COc1cc([N+](=O)[O-])cc(C=Nc2cccc(-c3nc4c(C)cccc4o3)c2)c1O	-29
CCCC1Cc2nc(N3CCCCC3)c(C#N)cc2CO1 (stereo not drawn)	-13
CCC(=O)Nc1c2c(nn1-c1cccc(Cl)c1)CSC2	2
CCOC(=O)CNC(=O)c1cncc(O)c1	-7
COC(=O)c1cc(C(=O)NCc2ccccc2OC)cc([N+](=O)[O-])c1	-2
CCOC(=O)c1cc([N+](=O)[O-])sc1NC(=O)c1ccc(S(=O)(=O)N2CCc3ccccc3C2)cc1	-203
CCOC(=O)c1cnn(-c2ncnc3sc4c(c23)CCC4)c1N	-6
Cc1cc2ccccc2n2c(SCC(=O)Nc3ccc4c(c3)OCCO4)nnc12	-3
Cc1ccccc1Cc1c(C)nc2c(C(=O)NC3CC3)cnn2c1C	-10
CCN(CC)CCn1c(O)c(N=O)c2ccccc21	6
COc1ccc(C2CC(C(F)(F)F)n3nc(C(=O)NC(C)c4ccccc4)c(Cl)c3N2)cc1 (stereo not drawn)	-9
